Screening data: PubChem BioAssay, several laboratories
SRC2 inh = inhibition of GAL4-SRC2 driven luciferase reporter, primary screen, SRC2 inhibitor project, cell-based, luminescence; inhibition, % at 9 µM; HEK293 GAL4-SRC2 luciferase reporter; Nuclear receptor coactivator 2 (Homo sapiens), Q15596; actives 0.17% (n = 370,000);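 active means inhibition above the mean inhibition of all tested compounds plus 3 SD, set per campaign, cut at about 52% in these data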;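 further: 0% = DMSO treated cells and 100% = cells given Gossypol at 36 µM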
NCOA1 inh = SRC1 coactivator transcriptional activity inhibitors, primary screen, cell-based, luminescence | HEK293 GAL4-SRC1 luciferase reporter | inhibition, % at 3.6 µM | actives 0.12% (n = 360,000) | AID 588354, 2011;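 active means inhibition above the campaign mean plus 3 SD, with each screening campaign given its own cutoff, cut at about 60% in these data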;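 further: 0% = DMSO treated cells and 100% = gossypol at 36 µM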
TROY signal inh = inhibitors of TROY-driven NF-kB signaling, primary screen, Q293 LMP1-TROYcd cells, NF-kB luciferase, uHTS; Q293 LMP1-TROYcd NF-kB luciferase reporter, 4 h; inhibition, % at 10 µM; actives 0.98% (n = 360,000); AID 1347056, 2019;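 active means compounds whose plate-normalised and pattern-corrected inhibition of the luciferase reporter signal at the single screening dose is 50% or more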
NR2F2 inh = NR2F2 transcriptional activity inhibitors, primary screen, cell-based, luciferase reporter, HEK293T, luminescence; inhibition, % at 8.6 µM; actives 0.7% (n = 370,000); HEK293T NGFI-A luciferase reporter; AID 686940, 2013;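 active means inhibition above a per-plate cutoff, mean inhibition of test wells between control levels plus 3 SD, cut at about 38% in these data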;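 further: cells cotransfected with COUP-TFII expression vector driving the NGFI-A reporter; 0% = median of COUP-TF2 test wells and 100% = reporter-only cells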
NR5A2 inv ag = LRH-1 (NR5A2) inverse agonists, primary screen, cell-based, luminescence, HEK293T, StAR-luciferase reporter; actives 0.13% (n = 360,000); inhibition, % at 3.6 µM; LRH-1 transfected, 24 h;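 active means inhibition above the mean inhibition of all tested compounds plus 3 SD, cut at about 73% in these data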;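 further: 0% = DMSO wells and 100% = reporter-only cells lacking LRH-1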
C8 TRAIL sens = viability loss with TRAIL in NB7+C8 cells, primary screen, TRAIL sensitizer project, cell-based, ATPlite luminescence; inhibition (viability loss, TRAIL sensitization), % at 10 µM; actives 1% (n = 360,000);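 active means compounds causing at least 50% loss of cell viability in the single-dose screen, relative to plate controls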
NOD2 RIPK2 PPI = NOD2-RIPK2 binding disruptors in cells, primary screen, fluorescence, CHO cells, BLA complementation; Receptor-interacting serine/threonine-protein kinase 2 (Homo sapiens), O43353; CCF4 ratio; inhibition, % at 4.98 µM; actives 0.38% (n = 360,000); AID 624267, 2012; in the data active means inhibition above about 21%;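 further: 0% = vehicle only and 100% = reference blocker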
NCOA3 inh = SRC3 coactivator transcriptional activity inhibitors, primary screen, cell-based, luminescence; inhibition, % at 3.6 µM; AID 588352, 2011; actives 0.17% (n = 360,000); HEK293 GAL4-SRC3 luciferase reporter;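 active means inhibition above a per-campaign cutoff, the mean of all compounds plus 3 SD, cut at about 60% in these data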;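 further: 0% = DMSO-treated cells and 100% = gossypol-treated cells at 36 µM; higher means less SRC3-driven luciferase light from the GAL4 reporter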
LMP1 NFkB inh = EBV LMP1-driven NF-kappaB luciferase reporter inhibitors, primary screen, cell-based, luminescence, single point; LMP1-induced NF-kappaB luciferase reporter cells; inhibition, % at 12.5 µM; actives 0.69% (n = 350,000); in the data active means inhibition above about 41%;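 further: 0% = neutral control wells and 100% = reference inhibitor control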
TLR9-MyD88 inh = inhibitors of TLR9-MyD88 association in cells, primary screen, cell-based, CHO, BLA complementation, fluorescence; Toll-like receptor 9 (Homo sapiens) + Myeloid differentiation primary response protein …; CCF4 FRET ratio; inhibition, % at 4.98 µM; actives 0.21% (n = 340,000);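 active means inhibition above the mean over all tested compounds plus 3 SD, cut at about 21% in these data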;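 further: 0% = DMSO only wells and 100% = clavulanate BLA inhibitor control wells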
Vif imaging = HIV Vif self-association inhibitors, primary screen, imaging, HEK293T, single point; HEK293T cells, Vif self-association by quenched fluorescence, 24 h; inhibition, % at 7.49 µM; actives 0.35% (n = 340,000); AID 602346, 2012; in the data active means inhibition above about 50%, passing the limit was not always enough; further: some results filed as inactive read as strong as hits
* marks the source's active call; other numbers are inactive results; x = no result given; & = joins results of further samples.

SMILES	SRC2 inh	NCOA1 inh	TROY signal inh	NR2F2 inh	NR5A2 inv ag	C8 TRAIL sens	NOD2 RIPK2 PPI	NCOA3 inh	LMP1 NFkB inh	TLR9-MyD88 inh	Vif imaging
COP(=S)(OC)Oc1ccc(Sc2ccc(OP(=S)(OC)OC)cc2)cc1	-1	2	0	6	2	8	-4	-13	1	5	-12
C[C@]12CCC(OC(=O)CCC(=O)O)CC1=CCC1C2CC[C@]2(C)C(=O)CCC12 (stereo partly drawn)	-4	11	1	-1	15	0	2	-9	-22	7	3
O=C(c1ccc(Cl)cc1)C1CCCN(Cc2ccc3ncccc3c2)C1 (stereo not drawn)	21	6	17	19	8	7	5	16	7	8	0
Cc1ccc(OCCSC2=NN2c2cc(C)nc(N)n2)cc1	8	-1	3	8	-1	4	3	9	1	-3	12
COC(=O)CC1(CC(=O)OC)C(=O)NC(=O)NC1=O	-19	-22	10	-3	3	0	-5	-15	31	-2	21
CO[C@H]1CC=C2CCN3CCC4=C(CC(=O)OC4)[C@]23C1	0	-36	-10	2	-8	-3	-5	-4	1	1	-1
COc1ccc2[nH]c3c(c2c1)CCN=C3C	7	17	25	8	-52	-1	2	9	13	-12	0
CCC(CO)(C(=O)OC1CC2CCC(C1)N2C)c1ccccc1 (stereo not drawn)	-27	-10	9	-1	13	-14	1	9	4	7	-10
Cn1c(O)c(C=NCCCCCCCCCCC(=O)O)c(=O)n(C)c1=O	16	7	16	-5	-5	-2	-19	5	-3	-2	-1
CC(=O)Nc1ccc2c(c1)CC1(C(=O)N(C)C(=O)N(C)C1=O)C1CCCN21 (stereo not drawn)	11	-17	-11	7	1	-5	-49	4	3	-7	18
Clc1ccc(C2NCCc3[nH]cnc32)cc1 (stereo not drawn)	4	-16	-2	-1	-18	4	4	5	-1	-1	3
C[C@]12C[C@@H](O)[C@H](O)CC1=CCC1C2CC[C@@]2(C)C1CC[C@@H]2O (stereo partly drawn)	-9	6	-7	-4	15	-10	-5	-4	-2	-8	-2
O=C1NCN(c2ccccc2)C12CCN(C(c1cc3ccccc3o1)c1nnnn1C1CCCCC1)CC2 (stereo not drawn)	-18	1	14	-9	10	1	1	5	x	x	10
O=c1[nH]c(=S)n(-c2ccccc2F)c(O)c1C=Nc1ccc(N2CCOCC2)cc1	-28	-9	47	-3	8	0	6	-6	3	14	1
C=CCn1c(O)c(C=NCCN2CCNCC2)c(=O)[nH]c1=O	7	-4	-5	13	2	-2	-4	-13	-12	-4	6
CC(c1ccccc1)(c1ccccc1)c1ccncc1	-11	-11	-17	-19	8	4	-1	16	-17	-13	7
CC1=C(C(=O)Nc2ccccc2)SCCO1	-12	-19	-4	-23	-25	3	-5	-17	-11	1	-2
COc1ccc2c(c1)[nH]c1c(C)nccc12	48	71*	50	31	38	18	-5	73*	38	3	-2
Cc1cc(C(=O)OCC(=O)Nc2c(F)cccc2F)c(C)n1C1CC1	-26	-9	-8	-31	14	-4	4	-7	-2	7	-1
O=C(c1cn(Cc2ccccc2)c2ccccc12)C1CC1	10	0	-2	21	-24	-3	0	-12	-16	-3	-6
CC12CCC3C(CC=C4CC5(CCC43C)OCCO5)C1CCC2=O (stereo not drawn)	-7	-3	8	10	-10	4	-3	18	-7	-11	4
Fc1ccc(CNCCc2ccccc2F)cc1	-23	-10	70*	-6	7	-5	-10	0	-12	0	-1
CCCCn1c(NS(=O)(=O)c2ccc(C)cc2)c(C(=O)OCC)c2nc3ccccc3nc21	4	5	63*	31	2	-12	0	12	-4	13	6
CCCCOCCCN1C(C)=CC(=C2C(=O)NC(=S)NC2=O)C=C1C	1	-14	22	18	-4	-6	6	18	1	18	x
CC(C)CN1CCN(Cc2c(F)cccc2Cl)CC1CCO (stereo not drawn)	15	-43	-3	0	13	8	-4	17	2	-5	-3
CC(C)CCOP(N)(=O)Oc1ccccc1Cl (stereo not drawn)	-9	-17	-9	-11	-6	3	-9	-13	1	-4	-11
COc1cccc(C2=NOC(C(=O)N3CCC4(CC3)OCCO4)C2)c1 (stereo not drawn)	-42	-69	-76	-44	-75	8	7	-32	-29	-3	10
Cc1cc(NC(=O)COC(=O)c2c(C)nn(Cc3ccccc3)c2Cl)no1	28	6	-6	23	9	10	1	10	6	-8	-3
CCCC1(CCC)C(=O)NC(=Nc2ccccc2)NC1=O	-2	-3	6	-9	22	11	5	18	2	-6	-2
CC12CC[C@H]3[C@@H](CCC4(O)C[C@H](O)CCC34/C=N/NC(=O)c3ccccc3[N+](=O)[O-])C1(O)CCC2C1=CC(=O)OC1 (stereo partly drawn)	-70	3	13	-13	-4	17	-9	-2	-2	-2	7
O=C(O)c1cccc2c1NC(C(=O)O)C1CC(Sc3ccccc3[N+](=O)[O-])C(Cl)C21 (stereo not drawn)	-15	-28	15	-1	7	18	-5	20	6	-6	-1
Cn1c(O)c(C(=NCCN2CCCCC2)c2ccccc2Cl)c(=O)n(C)c1=O	12	-1	2	-7	9	-5	1	-14	5	-2	16
CCOc1ccc(/C=C2/C(=O)NC(=O)N(CCc3ccc(F)cc3)C2=O)cc1	-6	-4	13	7	-14	-8	-12	4	-8	1	0
CCOP(=O)(CCP(=O)(OCC)OCC)OCC.C[CH2][Sn]([Cl])([Cl])[CH2]C	-42	-24	41	21	40	-17	25*	-11	-2	-2	1
O=C(c1cc(-c2ccncc2)nc2ccccc12)N1CCC2(CC1)OCCO2	-25	-3	5	-16	-11	-16	-1	14	3	1	-4
CC(=O)N1CN2CN(C(C)=O)CC(C(=O)c3ccc([N+](=O)[O-])cc3)(C2)C1	25	-8	9	-10	-8	-1	-10	-3	-2	1	x

15 entries from above, reformatted.
Each structure is followed by: SRC2 inh, NCOA1 inh, TROY signal inh, NR2F2 inh, NR5A2 inv ag, C8 TRAIL sens, NOD2 RIPK2 PPI, NCOA3 inh, LMP1 NFkB inh, TLR9-MyD88 inh, Vif imaging
- COP(=S)(OC)Oc1ccc(Sc2ccc(OP(=S)(OC)OC)cc2)cc1
  -1, 2, 0, 6, 2, 8, -4, -13, 1, 5, -12
- C[C@]12CCC(OC(=O)CCC(=O)O)CC1=CCC1C2CC[C@]2(C)C(=O)CCC12 (stereo partly drawn)
  -4, 11, 1, -1, 15, 0, 2, -9, -22, 7, 3
- O=C(c1ccc(Cl)cc1)C1CCCN(Cc2ccc3ncccc3c2)C1 (stereo not drawn)
  21, 6, 17, 19, 8, 7, 5, 16, 7, 8, 0
- Cc1ccc(OCCSC2=NN2c2cc(C)nc(N)n2)cc1
  8, -1, 3, 8, -1, 4, 3, 9, 1, -3, 12
- COC(=O)CC1(CC(=O)OC)C(=O)NC(=O)NC1=O
  -19, -22, 10, -3, 3, 0, -5, -15, 31, -2, 21
- CO[C@H]1CC=C2CCN3CCC4=C(CC(=O)OC4)[C@]23C1
  0, -36, -10, 2, -8, -3, -5, -4, 1, 1, -1
- COc1ccc2[nH]c3c(c2c1)CCN=C3C
  7, 17, 25, 8, -52, -1, 2, 9, 13, -12, 0
- CCC(CO)(C(=O)OC1CC2CCC(C1)N2C)c1ccccc1 (stereo not drawn)
  -27, -10, 9, -1, 13, -14, 1, 9, 4, 7, -10
- Cn1c(O)c(C=NCCCCCCCCCCC(=O)O)c(=O)n(C)c1=O
  16, 7, 16, -5, -5, -2, -19, 5, -3, -2, -1
- CC(=O)Nc1ccc2c(c1)CC1(C(=O)N(C)C(=O)N(C)C1=O)C1CCCN21 (stereo not drawn)
  11, -17, -11, 7, 1, -5, -49, 4, 3, -7, 18
- Clc1ccc(C2NCCc3[nH]cnc32)cc1 (stereo not drawn)
  4, -16, -2, -1, -18, 4, 4, 5, -1, -1, 3
- C[C@]12C[C@@H](O)[C@H](O)CC1=CCC1C2CC[C@@]2(C)C1CC[C@@H]2O (stereo partly drawn)
  -9, 6, -7, -4, 15, -10, -5, -4, -2, -8, -2
- O=C1NCN(c2ccccc2)C12CCN(C(c1cc3ccccc3o1)c1nnnn1C1CCCCC1)CC2 (stereo not drawn)
  -18, 1, 14, -9, 10, 1, 1, 5, x, x, 10
- O=c1[nH]c(=S)n(-c2ccccc2F)c(O)c1C=Nc1ccc(N2CCOCC2)cc1
  -28, -9, 47, -3, 8, 0, 6, -6, 3, 14, 1
- C=CCn1c(O)c(C=NCCN2CCNCC2)c(=O)[nH]c1=O
  7, -4, -5, 13, 2, -2, -4, -13, -12, -4, 6

(cont.)
SMILES	SRC2 inh	NCOA1 inh	TROY signal inh	NR2F2 inh	NR5A2 inv ag	C8 TRAIL sens	NOD2 RIPK2 PPI	NCOA3 inh	LMP1 NFkB inh	TLR9-MyD88 inh	Vif imaging
N#Cc1ccc(OCC(=O)N2CCN(Cc3ccc4c(c3)OCO4)CC2)cc1	-9	3	4	10	30	-23	-7	17	14	1	4
N#CC1c2ccccc2C=CN1C(=O)c1ccc(N(CCCl)CCCl)cc1 (stereo not drawn)	4	-8	-6	18	23	15	-10	11	8	9	-6
COc1cc2[nH]c(=O)n(-c3cccc(Cl)c3)c(=O)c2cc1OC	-2	1	2	14	8	-5	-4	-15	-2	-5	19
O=C(NCc1cccnc1)Nc1ccccc1Cl	-51	6	-9	-8	13	-2	-2	16	4	15	-5
Cc1ccc2c(c1)NP(=S)(Oc1ccccc1)N2 (stereo not drawn)	-68	-79	3	-34	-77	2	-3	-72	-11	-3	-10
CCOc1ccc(CC2(CCc3ccncc3)C(=O)NC(=O)NC2=O)cc1	-6	7	-15	-3	9	3	0	0	6	0	0
C[C@]12CCC(=O)C=C1CC[C@@H]1C2CC[C@]2(C)C(=O)CCC12 (stereo partly drawn)	16	-20	7	10	4	-5	6	6	-3	2	-8
O=C(Nc1ccccc1)c1c(O)c2c(n(Cc3ccco3)c1=O)CCCC2	-5	-1	-15	-13	8	0	-3	1	-15	-4	-4
Cn1c(O)c(C=Nc2ccccc2Sc2ccccc2)c(=O)n(C)c1=O	16	-3	10	-4	-10	-7	-4	13	5	3	-1
O=C1NC(=O)[C@]2(Cc3ccccc3N3CCN(c4ccccc4)CC32)C(=O)N1Cc1ccccc1 (stereo partly drawn)	-42	-35	24	-24	-7	-8	-5	-19	-2	-18	8
O=C(/C=C/c1c[nH]c2ccccc12)c1c(O)n(CCc2ccccc2)c(=O)[nH]c1=O	11	-7	-21	21	12	-10	-10	8	1	x	3
C=CCN1CC[C@]23c4c5ccc(O)c4O[C@H]2C(=O)CC[C@@]3(O)[C@H]1C5	-5&6	-28&9	-3&-5	7&-3	3&8	5&-13	-14&-22	-10&10	10&1	8&6	1&-4

Not all compounds are listed. The share of hits here may be higher or lower than overall.
